# Growth percent in the NCI-60 one-dose screen (48 h, 10 µM unless noted): 100 = growth as untreated, 0 = no growth, -100 = all killed.
# HL-60(TB) = HL-60(TB) leukemia cells; 78,000 tested, 9% active; active means growth percent below 10
# Starred values were filed as active, the others as inactive; & = joins results of further samples; ! = not confirmed by another sample. These rows are one share of the data; rates above refer to the full screens.
SMILES,HL-60(TB)
N#CCCN1N=C(c2ccc(Cl)cc2)OC(c2ccccc2)C1=O (stereo not drawn),91.4
Cc1ccc(/C=C/C(=O)c2ccc(NC(=O)CSc3nnc(-c4c[nH]c5ccccc45)n3-c3ccccc3)cc2)cc1,75.5
O=C(NCCc1ccc(Cl)cc1)c1[nH]c2ccccc2c1Cl,94.8
Cn1c(=O)c2nc3n(c2n(C)c1=O)C(=N)C(C(=O)c1ccccc1)N=N3 (stereo not drawn),104.0
CC(C)COC1OCCCC1C(OCC(C)C)C(C)C (stereo not drawn),99.0
Fc1cc(-c2nnc(Nc3ccccc3Cl)o2)cc(F)c1F,99.8
COc1cc(CNC(=O)CCCC/C=C/C(C)C)ccc1OCc1cn(-c2ccc(C#N)cc2)nn1,78.2
CC(=O)OC[C@H]1O[C@@H](OC(C)=O)[C@H](N2C(C(C)=O)=NN(c3ccc(Br)cc3)C2c2ccc(Cl)cc2)[C@@H](OC(C)=O)[C@@H]1OC(C)=O (stereo partly drawn),34.1
Cc1nc2sc(C(=O)Nc3ccccc3)c(N)c2cc1C(=O)c1ccc(C(F)(F)F)cc1,99.3
CCCNCCC(C)=O,107.9
NC(=O)c1n[nH]n2c1nc(=O)c1sc3c(c12)CCCC3,94.4
Nc1nnc(-c2ccccn2)c(-c2c[nH]c3ccccc23)n1,99.5
Cc1cc(C)n2nc(N)nc2n1,89.0
Cc1cn(C2CC(O)C(COC(c3ccccc3)(c3ccccc3)c3ccccc3)O2)c(=O)[nH]c1=O (stereo not drawn),97.7
COC(=O)CCN(C(=O)OC)c1ccccc1,103.7
Cc1cc(C)c2c(Cc3cn4ccc(C)cc4nc3=O)cc(=O)oc2c1,94.5
COC(=O)[C@]1(C)CCC[C@]2(C)[C@H]3C[C@H]4C(C(C)C)=C[C@]3(CC[C@H]21)[C@@H]1C(=O)N(N)C(=O)[C@@H]14,91.2
COc1cc(-c2nc(SC(C)C)nc(Nc3cccc(C)c3)c2C#N)cc(OC)c1OC,98.3
COc1cc(/C(C#N)=C/c2ccc3c(c2OC)OCO3)cc2c1OCO2,26.9
COCCOC(=O)C1=C(C)NC2=C(C(=O)CC(c3ccccc3OC)C2)C1c1cccc(O)c1 (stereo not drawn),41.5
COC(=O)CNc1nc(N(C)O)nc(N(C)O)n1,-7.4*
COc1ccc2c(c1)O/C(=C/c1ccc(OCC(=O)Nc3ccccc3)cc1)C2=O,90.4
Cc1cc(C)nc(N)c1,79.9
CS(=O)(=O)c1ccc(-c2nc3cc(Cl)ccc3n2CC(=O)N/N=C/c2ccc(F)cc2)cc1,96.6
Nc1nc(Cl)c2ncn(Cc3cc4c(cc3Br)OCO4)c2n1,81.3
NNC(=S)N1N=C(c2cc3ccccc3o2)CC1c1c[nH]c2ccccc12 (stereo not drawn),21.7
O=C(CSc1nc2ccccc2c(=O)n1-c1ccccc1)Nc1ccc(S(=O)(=O)Nc2nccs2)cc1,78.7
Cc1ccc(-c2nc3cc4nc5ccccc5nc4cc3n2CC(=O)NN)cc1,87.5
CN1C(=O)[C@@H](NC(=O)c2cc3ccccc3[nH]2)N=C(c2ccccc2)c2ccccc21,132.5
CC1=N/C(=C\c2ccco2)C(=O)N1CCc1ccc(S(N)(=O)=O)cc1,94.0
NCC(O)c1ccc(O)c(O)c1 (stereo not drawn),99.2&100.2
CC(=O)N1N=C(c2cc3ccccc3oc2=O)CC1c1cn(-c2ccccc2)nc1-c1ccc(Cl)cc1 (stereo not drawn),140.5
COc1ccc(/C=C/C(=O)c2cccc(OCCCOc3cccc(C(=O)/C=C/c4ccc(OC)cc4)c3)c2)cc1,35.1
CCOC(=O)C(=CNc1ccccc1Cl)C(=O)OCC,86.4
CCOC(=O)c1sc2nc(-c3ccccc3)c(C#N)c(N)c2c1N,84.7
CC(C)/C(=C/C(=O)O)C(=O)O,103.7
O=c1[nH]c(SCc2ccccc2)nc2ccccc12,105.9
Oc1c(-c2n[nH]c(=S)o2)sc2nnc(-c3ccccc3)c(-c3ccccc3)c12,101.2
CC(=O)c1c[nH]c2ccc(-c3ccnc(Nc4ccc(NC(=O)C5CCCC5)c(CN5CCOCC5)c4)n3)cc12,-31.5*
COC(=O)C1CCC(NNC(=O)c2ccccc2)=N1 (stereo not drawn),99.9
CN(C)c1ccc(C2CC(=O)c3c(oc4cc(O)c(O)cc34)C2)cc1 (stereo not drawn),84.7
Clc1ccc(NC2=NCCN=C(Nc3ccc(Cl)cc3)SS2)cc1,53.9
OCCc1cccnc1,80.9
N#Cc1ncc(-c2cccnc2F)c(NC2CCCCCC2)n1,89.6
COc1ccc(NCc2cn(-c3ccc(C(=O)O)cc3)nc2-c2cc(C(F)(F)F)cc(C(F)(F)F)c2)cc1,90.6
Cc1ccc(/C=C(\C#N)n2nnc3cc(Cl)c(Cl)cc32)cc1,1.4*
COc1ccc(/C=c2\c(=O)n(-c3ccccc3)c3nn4c(=O)c(=O)[nH]nc4n23)cc1,112.0
Brc1c(-c2ccccc2)nc2ccccc2c1Br,36.4
COC(=O)c1cccc(I)c1,94.9
O=c1[nH]c(=O)c2cc(Sc3ccc(Cl)cc3)ccc2[nH]1,98.1
C#CCOc1ccc(C(Nc2ccc(OC)cc2)c2nnnn2C2CCCCC2)cc1 (stereo not drawn),84.7
COc1ccc(NC(=O)Nc2ccc(OCc3cccc(OC)c3)cc2)cc1,90.8
CC1(O)C(c2ccccc2)=Nc2ccccc21 (stereo not drawn),97.4
COc1ccc(-c2c(-c3ccc(OC)c(O)c3)cnc3ncnn23)cc1,105.7
COc1cc2cc(Oc3ccc(NC(=O)Nc4ccccc4)cc3)c(C)nc2cc1OC,70.5
Fc1ccc(-c2nnc(/C=C/c3cn(-c4ccccc4)nc3-c3ccccc3)o2)cc1,94.2
CC/C(=C(\CC)c1cc(C)c(O)c(C)c1)c1ccccc1,101.6
CCCCCC(O)(CCCC)CCCCC,150.2
CCOC(=O)/C(=C/c1ccc(Cl)cc1)N(CC)CC,109.0
CC1=Nc2ccc([N+](=O)[O-])cc2N=C(C)C1,101.0

# Other entries.
SMILES,HL-60(TB)
Clc1cc(Cl)cc(-c2cnc3nonc3n2)c1,10.9
CCOC(=O)C1=C(C)NC(SCc2nnc(-c3ccc(Cl)cc3)o2)=NC1c1ccc(Cl)cc1Cl (stereo not drawn),-6.4*
Cn1c(S)c(N=Nc2ccccc2)sc1=O,100.8
Cc1cc(O)c2c(C)cc(=O)oc2c1,90.7
COc1cc(C(=O)c2cnc(-c3ccc4cc[nH]c4c3)[nH]2)cc(OC)c1OC,-1.0*
Cc1cc(=O)oc2cc(OC(=O)N3CCN(C)CC3)ccc12,105.6
COc1cccc(CNC(=O)c2cccc(C3CC(=O)c4c(cc(OC)c(OC)c4OC)O3)c2)c1 (stereo not drawn),43.9
NS(=O)(=O)c1nc2ccccc2[nH]1,91.8
CCOC(=O)c1ccc(Nc2cc(N)nc(N)n2)cc1,114.1
CN1C(=O)C(C2SC(=S)N(C)C2=O)SC1=S (stereo not drawn),103.6
CCCCc1nc(Cl)c(C2CC(c3ccc(OC)cc3)=NN2c2cc(Cl)cc(Cl)c2)[nH]1 (stereo not drawn),82.1
COc1ccc(OCC(CO)N2CCN(c3ccccc3)CC2)cc1 (stereo not drawn),123.1
Cc1cn(-c2cc(NC(=O)c3cncc(C#Cc4cnc(N)c5ncccc45)c3)cc(C(F)(F)F)c2)cn1,18.7
COc1ccc([C@@H](C(=O)O)[C@@H](C(=O)O)c2ccc(OC)cc2)cc1,126.2
COc1ccc(C(=O)Nc2sc3c(c2C#N)CCC(=O)C3)cc1C(F)(F)F,-12.0*

# The last 3 compounds of the section before open the next one.
SMILES,HL-60(TB)
Cc1cn(-c2cc(NC(=O)c3cncc(C#Cc4cnc(N)c5ncccc45)c3)cc(C(F)(F)F)c2)cn1,18.7
COc1ccc([C@@H](C(=O)O)[C@@H](C(=O)O)c2ccc(OC)cc2)cc1,126.2
COc1ccc(C(=O)Nc2sc3c(c2C#N)CCC(=O)C3)cc1C(F)(F)F,-12.0*
O=C(O)c1c([N+](=O)[O-])cnc2ccccc12,92.4
Clc1cccc(Cl)c1C[N+]12CN3CN(CN(C3)C1)C2,92.7
COc1ccc(C(=O)O)cc1OC,72.0
c1ccc(NCCc2ccccn2)cc1,83.3
Cc1nnsc1C(=O)Nc1ncnc2nc[nH]c12,95.6
O=C(NCc1ccccc1)C(=O)C(Cc1ccccc1)NC(=O)c1cc(O)c(O)c(O)c1 (stereo not drawn),98.8
COC(=O)c1nc(N)nc(C(=O)OC)c1C(=O)/C=C/c1ccccc1,98.4
CCN(CC)CCN1c2ccc(C)cc2Sc2ccc3ccccc3c21,86.3
Cc1c2c[n+](C(C)C)ccc2c(C)c2c1[nH]c1ccccc12,14.4
O=C(O)/C=C/C(=O)Nc1ccc2c(c1)Cc1cc(Br)ccc1-2,91.6
Cc1ccc2ncc(-c3nnn(-c4ccc([N+](=O)[O-])cc4)c3C)c(C(=O)O)c2c1,94.2
Cc1ccc(C(=O)/C(=C\c2ccc([N+](=O)[O-])cc2)S(=O)Cc2ccc(Cl)cc2)cc1 (stereo not drawn),33.9
Cn1c(=O)c2[nH]c(SC/C(=N/O)c3ccc([N+](=O)[O-])cc3)nc2n(C)c1=O,96.5
O=C(CCCCCCC(=O)Nc1ccc(-c2csc3c(=O)cc(N4CCOCC4)oc23)cc1)NO,121.4
N#Cc1c(NCc2ccccc2Br)sc2c1CCCC2,103.7
COc1ccc(-c2nc(-c3nc4ccc(C(F)(F)F)cc4[nH]3)cc3c2[nH]c2ccccc23)cc1,82.2
O=S(=O)(O)c1cnccn1,95.3
CN=C1C=CC(=C(c2ccc(N(C)C)cc2)c2ccc(N(C)C)cc2)C=C1,-1.2*
COc1ccc(OC)c2c(=O)c(C(=O)O)c[nH]c12,82.4
N#Cc1c(-c2ccc(Cl)cc2)nc(SCc2ccccc2)nc1N1CCNCC1,1.3*
Nc1c(Br)cc(Br)cc1-c1n[nH]c(=O)[nH]c1=O,94.4
C/C=C/CC(C)C(O)[C@H](NC(=O)[C@@H]1CCCN1C(=O)C(C)(C)NC(=O)CCCCCCCCC)C(=O)N[C@@](C)(CC)C(=O)N[C@@H](CCC(N)=O)C(=O)N[C@H](CCC(N)=O)C(=O)NC(C)(C)C(=O)NC(C)(C)C(=O)N[C@@H](CCC(N)=O)C(=O)N[C@H](CC(C)C)C(=O)N[C@H](CO)CC(C)C (stereo partly drawn),1.3*!
COc1ccc(-c2nc3sc(C)nn3c2/C=C/C(=O)c2ccc(OC)c(OC)c2)cc1,100.1
O=c1c2c3c(sc2[nH]c(=S)n1-c1ccc(S(=O)(=O)Nc2ccc(Cl)nn2)cc1)CCCC3,116.2
Cc1c(CC(=S)N2CCOCC2)nnn1-c1cccc(C(F)(F)F)c1,100.0
O=C1NC(=O)C(=Cc2cn(Cc3ccccn3)c3ccccc23)C(=O)N1,101.1
CCCCN(Cc1ccc(C(=O)NO)cc1)C(=O)Nc1ccc(OCCCCCn2cc(CNc3cccc4c3C(=O)N([C@@H]3CCC(=O)NC3=O)C4=O)nn2)cc1,107.2
Cc1nc(N)c(N=O)c(=O)[nH]1,112.9
BrCC1OC(c2ccccc2)C(c2ccccc2)O1 (stereo not drawn),100.0
O=C(CCNC(=O)c1nc(-c2ccccc2)n(-c2ccccc2)n1)NO,98.1
Cc1c(Cl)c(S(N)(=O)=O)cc2c1NC(c1ccccc1)=NS2(=O)=O,101.9
Nc1nn2c(-c3cc4ccccc4oc3=O)ccnc2c1N=Nc1ccc(Br)cc1,107.6
CC(=O)c1ccc(N2CCN(C)CC2)cc1,106.3
COC1(OC)C2C=CC1C1CC/C=C\CCC12 (stereo not drawn),103.4
CN(C1c2ccccc2Oc2ccccc21)S(=O)(=O)c1cc(Cl)ccc1Cl,15.7
CSc1nc(NC=O)cc(=O)n1C,91.4
N#CC12CC(O)(CC(c3ccccc3)C1(C#N)C#N)NC2=O (stereo not drawn),87.5
N#Cc1ccccc1/C=N/NC1=NCCN1S(=O)(=O)c1ccccc1,95.7
Clc1ccc2c(NCCNc3nc(Cl)nc4ccccc34)ccnc2c1,-67.0*
CC(=O)Nc1cccc(OCCOc2cccc([N+](=O)[O-])c2)c1,151.6
O=C(O)CNC(=O)c1cccc(N2C(=O)/C(=C/c3cccc(F)c3)SC2=S)c1,101.7
Cc1[nH]c(C(=O)Nc2ccccc2OC2CCN(CCN3CCOCC3)CC2)c(Cl)c1Cl,97.9
O=C(O)C(=O)c1ccc(-c2ccccc2)cc1,108.8
CCN(CC)CCC(CNc1ccnc2cc(Cl)ccc12)c1ccc(Cl)cc1 (stereo not drawn),-53.9*
C=CCn1c(SCC(=O)Nc2ccc(C(=O)/C=C/c3cc4cc(OC)ccc4nc3Cl)cc2)nnc1-c1ccc(Cl)c(Cl)c1,89.6
CCCCCCc1cc(O)c2c3c(c(=O)oc2c1)CCC(C)C3 (stereo not drawn),99.8
CSc1ncc(Br)c(=S)[nH]1,100.0
COc1cc2cc3c(nc2cc1OC)CCN3Cc1ccc(NC(=O)Nc2ccc(F)cc2)cc1,103.7
CCCN(CCC)c1ccc(N=Nc2cc(Cl)ccc2Cl)cc1,122.6
CN(C)[C@@H]1C(=O)C(C(=O)NCN(CCCl)CCCl)=C(O)[C@@]2(O)C(=O)C3=C(O)c4c(O)cccc4[C@@](C)(O)[C@H]3C[C@@H]12,76.5&84.4
CCCCOCCOC(c1cc2c(cc1Br)OCO2)C(C)Br (stereo not drawn),102.4
O=c1c2c(=NCCN3CCCC3)cc3c(=O)n(CCCN4CCOCC4)c(=O)c4c(-c5ccc(CN6CCCC6)cc5)cc(c(O)n1CCCN1CCOCC1)c2c4-3,-36.5*
C[C@H](N)[C@H](O)c1ccc(O)c(O)c1,65.7

# Nothing new here: 7 of the compounds above.
SMILES,HL-60(TB)
CCN(CC)CCC(CNc1ccnc2cc(Cl)ccc12)c1ccc(Cl)cc1 (stereo not drawn),-53.9*
C=CCn1c(SCC(=O)Nc2ccc(C(=O)/C=C/c3cc4cc(OC)ccc4nc3Cl)cc2)nnc1-c1ccc(Cl)c(Cl)c1,89.6
CCCCCCc1cc(O)c2c3c(c(=O)oc2c1)CCC(C)C3 (stereo not drawn),99.8
CSc1ncc(Br)c(=S)[nH]1,100.0
COc1cc2cc3c(nc2cc1OC)CCN3Cc1ccc(NC(=O)Nc2ccc(F)cc2)cc1,103.7
CCCN(CCC)c1ccc(N=Nc2cc(Cl)ccc2Cl)cc1,122.6
CN(C)[C@@H]1C(=O)C(C(=O)NCN(CCCl)CCCl)=C(O)[C@@]2(O)C(=O)C3=C(O)c4c(O)cccc4[C@@](C)(O)[C@H]3C[C@@H]12,76.5&84.4
